# Source: PubChem (National Center for Advancing Translational Sciences (NCATS))
# HT1080 IDH1KD tx = HT-1080 IDH1 knockdown cell toxicity (counter line). HT-1080 IDH1 knockdown viability, ATP luminescence, 48 h. Potency, µM (series often up to 46.1 µM), for the others: at the highest dose activity, negative = toxicity, usual class: cytotoxic. hit rate 2% among 360,000. AID 686971;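 further: 0% = DMSO wells and -100% = cell-free medium wells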
#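 Using the IDH1-knockdown HT-1080 line run in the same batch and compound series as the NT line, viability after 48 h at 37 °C was determined by CellTiter-Glo luminescence and expressed as % activity.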
# KB-3-1 tox = kills parental KB-3-1 adenocarcinoma cells; KB-3-1 viability, CellTiter-Glo ATP luminescence, 72 h; Potency, µM (top dose mostly 46.1 µM), inactives show at the highest dose activity change, negative = cytotoxic, usual class: cytotoxic; hit rate 1.4% among 400,000; AID 1347075; further: on the % scale 0 is the no-effect control and ±100 the full control effect; nearly all actives have a fitted effect of over 60% in size
#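 KB-3-1 cells, DMEM (no phenol red) + 10% FBS; compound by pin transfer, 72 h, 37 °C. Readout: CellTiter-Glo luminescence after 10 min. Data normalized, curve-fitted.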
# GLP1R inv ag = inverse agonists of human GLP-1 receptor | Potency, µM (doses to about 38.3 µM), without a hit: top-dose activity change, negative = inhibition, usual class: inhibitors | hit rate 1.6% among 410,000 | HEK293 GLP-1R CRE-luciferase, luminescence, 24 h; GLP-1R form is constitutively active; further: on the % scale 0 is the no-effect control and ±100 the full control effect; nearly all actives have a fitted effect of over 55% in size
# Target sequence (P43220 whole entry, looked up): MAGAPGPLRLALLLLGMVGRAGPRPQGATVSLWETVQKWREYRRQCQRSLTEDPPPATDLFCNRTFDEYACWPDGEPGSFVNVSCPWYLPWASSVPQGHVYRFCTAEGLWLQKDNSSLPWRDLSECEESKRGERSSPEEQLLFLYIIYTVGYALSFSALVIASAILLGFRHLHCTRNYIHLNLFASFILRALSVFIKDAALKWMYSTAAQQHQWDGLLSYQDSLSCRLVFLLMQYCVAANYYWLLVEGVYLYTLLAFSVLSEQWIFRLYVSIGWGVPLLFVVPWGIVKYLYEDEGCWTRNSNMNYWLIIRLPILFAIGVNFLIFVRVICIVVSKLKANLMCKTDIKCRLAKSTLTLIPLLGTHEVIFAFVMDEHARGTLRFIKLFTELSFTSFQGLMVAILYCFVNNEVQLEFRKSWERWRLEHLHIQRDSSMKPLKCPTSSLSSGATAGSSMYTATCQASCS
#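 Readout was luciferase luminescence, measured 12 min after detection reagent at room temperature. Beforehand, GLP-1R reporter HEK293 cells had sat 12 h, then received compounds for 24 hr at 37 deg C.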
# TDP43 rescue = rescues yeast growth from TDP-43 toxicity. TDP-43 expressing yeast growth rescue, BacTiter-Glo, 24 h. Potency, µM (doses to about 46.1 µM), inactives show at the top dose growth rescue (activation), hits mostly activators. hit rate 1.8% among 410,000. AID 652104; further: % of control where 0% means no effect; nearly all actives have a fitted effect of over 50% in size
#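 In this qHTS, compounds that restore growth of yeast expressing TDP-43 appear as activators. Cells (OD600=0.02, galactose medium, raffinose-pregrown) are incubated with compound 24 hr at 30 deg C and growth is quantified by BacTiter-Glo.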
# GLP1R ag = agonists of human GLP-1 receptor. P43220. Potency, µM (highest dose often 45.6 µM), for inactives: at the top dose activation, usual class: activators. hit rate 0.007% among 380,000. HEK293 GLP-1R CRE-luciferase, luminescence, 4-6 h; cells express a hypersensitive GLP-1R form. AID 624172; further: % of control where 0% means no effect
# KB-V1 MDR tox = KB-V1 MDR subline cytotoxicity | KB-V1 MDR cells viability, CellTiter-Glo, 72 h | Potency, µM (series often up to 46.1 µM), for inactives: top-dose activity change, negative = cytotoxicity, actives largely listed as cytotoxic | hit rate 3.4% among 400,000; further: on the % scale 0 is the no-effect control and ±100 the full control effect; nearly all actives have a fitted effect of over 60% in size
#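 qHTS viability screen in drug-selected KB-V1 MDR cells: 72 h compound treatment at 37 degrees C, ATP luminescence end point.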
# GLP1R cytotox = cytotoxic in the GLP-1 receptor inverse agonist counter-screen | AID 624418 | Potency, µM (top dose mostly 38.3 µM), without a hit: at the highest dose activity change, negative = inhibition, usual class: inhibitors | HEK293 cAMP-luciferase reporter cells, luminescence, 24 h | hit rate 0.13% among 410,000;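 further: loss of luciferase light is scored as toxicity; on the % scale 0 is the no-effect control and ±100 the full control effect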
#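 1536-well qHTS counterscreen of the MLSMR; 200 cells/uL, 12 h pre-incubation, 23 nL cpd, 24 h at 37 deg C 5% CO2, luciferase detection reagent, 12 min RT, luminescence. Inhibition = undesired.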
# HT1080NT lethal = kills 2HG-producing HT-1080-NT fibrosarcoma cells; HT-1080-NT fibrosarcoma viability, CellTiter-Glo ATP luminescence, 48 h; Potency, µM (top dose mostly 46.1 µM), inactives show at the highest dose activity, negative = less viability, most hits filed as cytotoxic; hit rate 1.6% among 360,000; AID 686970;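 further: NT is the 2HG producing partner of a matched IDH1 knockdown line; 0% = DMSO-treated cells and -100% = media-only wells without cells; nearly all actives have a fitted effect of over 55% in size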
#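 A 48-hour cytotoxicity screen used HT-1080-NT cells plated 2 hours before compound delivery. ATP-based CellTiter-Glo luminescence measured viability, normalized to DMSO and no-cell controls.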
# SW480 rerep = induces DNA re-replication in SW480 colon adenocarcinoma cells; Potency, µM (doses to about 46.1 µM), inactives show at the highest dose re-replication activation, hits mostly activators; SW480 DNA re-replication, Hoechst DNA content imaging, 48 h; AID 624297; hit rate 1.8% among 340,000; further: % of control where 0% means no effect; nearly all actives have a fitted effect of over 55% in size
#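 Image-based read-out: total Hoechst fluorescence of nuclei (405 nm excitation, 500-530 nm emission), with hits raising the fraction of high-intensity nuclei. SW480 colon cells incubated 48 hr with compounds at 37 C.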
# * hit, by the source's call; ? = inconclusive; nt = not tested or not shown; [ ] = dose if it differs, or a comment. The call rests on the fitted dose curve; in most records, active means well fitted curve in the direction sought with a large enough effect; inconclusive means small, poorly fitted or top-dose-only effect, or another doubt; inactive means no such curve, though single readings can be large; an effect the other way counts as inactive or inconclusive. Potency means the concentration at half of the fitted maximal effect.
mol	HT1080 IDH1KD tx	KB-3-1 tox	GLP1R inv ag	TDP43 rescue	GLP1R ag	KB-V1 MDR tox	GLP1R cytotox	HT1080NT lethal	SW480 rerep
CCN1CCn2c3c(c4cccc(C)c42)CCCC31 (stereo not given)	-30%	-3%	?	2%	-1%	-27%	1%	-10%	-1%
OC(CNCC1CCCO1)COc1ccc(OCC(O)CNCC2CCCO2)cc1 (stereo not given)	10%	17%	-3%	2%	-9%	?	-16%	12%	-4%
COc1ccccc1-n1c(SCC(N)=O)nc2sc3c(c2c1=O)CCC3	1%	8%	-9%	-8%	12%	17%	0%	2%	0%
O=C(NCC(=O)N1CCN(c2ncccn2)CC1)c1ccc(F)cc1	6%	nt	9%	3%	-8%	nt	4%	-8%	-12%
Cc1ccccc1NC(=S)NCc1ccc2c(c1)OCO2	6%	0%	-4%	21%	8%	0%	-13%	13%	-5%
CCCNC(=O)C1=CC(c2ccc3c(c2)OCO3)=NS(=O)(=O)N1C	nt	-9%	3%	6%	nt	-4%	2%	nt	nt
Cc1cccc(C)c1NC(=O)c1ccc(CN2CCc3ccccc3C2)cc1	-15%	?	?	-4%	-13%	-16%	-13%	-19%	7%
CC1=C(C(=O)N2CCOCC2)CC(CC(=O)NCCCN(C)C)C(=O)N1Cc1ccc(F)cc1 (stereo not given)	20%	0%	16%	?	8%	22%	1%	23%	nt
CCOC(=O)N1CCN(C(=O)c2cc(OC)c(OC)c(OC)c2)CC1	-1%	5%	9%	17%	-1%	2%	4%	-1%	-7%
CSc1ncccc1C(=O)OCC(=O)c1ccc[nH]1	14%	1%	25%	21%	18%	?	-1%	8%	-13%
CNCCCOc1cccc(OC(C)C)c1	3%	3%	?	5%	-3%	0%	16%	2%	-6%
COc1ccc(OC)c(-c2csc(NC(=O)Cc3ccccc3F)n2)c1	-10%	3%	?	?	?	?	-4%	-25%	?
CNC(=O)COc1coc(CN2CCN(c3ccc(F)cc3)CC2)cc1=O	16%	-1%	0%	-10%	3%	0%	1%	13%	0%
CC(C)c1ccc(Cc2nnc(NCCCO)[nH]c2=O)cc1	-9%	0%	-7%	9%	-5%	28%	-3%	-9%	-19%
CCOC(=O)CNC(=O)c1c(C)nn(C)c1Cl	9%	-1%	7%	-8%	-1%	?	1%	9%	-12%
Cc1noc(Cn2c(=O)c3cc4c(cc3n(CC(=O)Nc3ccc(C(C)C)cc3)c2=O)OCO4)n1	nt	-5%	7%	5%	nt	1%	0%	nt	nt
CCn1ccnc1CN(C)C(=O)c1cc(COc2ccccc2SC)on1	3%	0%	-4%	14%	?	?	4%	1%	-2%
COc1ccc2nc(NC(=O)[C@@H]3CCCN3C(=O)c3cccs3)sc2c1	0%	0%	-19%	10%	6%	-11%	8%	-8%	-2%
COc1ccc(CNC(=O)CC23CC4CC(CC(C4)C2)C3)cc1	0%	?	?	7%	12%	-4%	-18%	-6%	-2%
COc1cccc(CNC(=O)[C@@H]2CCCN2C(=O)[C@H]2CCCCN2C(=O)OC(C)(C)C)c1	9%	?	19%	-7%	-1%	?	-6%	12%	nt
Cc1ccc2c(c1)N(CC(=O)N1CCCC1)C(=O)CO2	6%	-4%	-9%	14%	-4%	-7%	-1%	2%	?
Cc1cc2oc(=O)sc2cc1NS(=O)(=O)c1cccc2cccnc12	-1%	3%	?	-9%	0%	4%	-14%	0%	1%
CC(=O)Nc1ccc(C(=O)OCC(=O)NCc2ccccc2)cc1	26µM*	?	-18%	1%	2%	2%	-18%	?	?
C/C(=N/Nc1ccc(Cl)cc1)c1cnnc(-c2ccccc2)n1	10%	3%	3%	8%	-2%	22%	-13%	12%	3%
CN(CC(O)COc1ccc(S(=O)(=O)N2CCOCC2)cc1Cl)C1CCCCC1 (stereo not given)	-13%	4%	?	-16%	11%	-26%	-3%	-19%	-4%

# Profiles from above:
# `COc1ccc(OC)c(-c2csc(NC(=O)Cc3ccccc3F)n2)c1` across the screens: HT1080 IDH1KD tx = -10%; KB-3-1 tox = 3%; GLP1R inv ag = ?; TDP43 rescue = ?; GLP1R ag = ?; KB-V1 MDR tox = ?; GLP1R cytotox = -4%; HT1080NT lethal = -25%; SW480 rerep = ?
# `CC(C)c1ccc(Cc2nnc(NCCCO)[nH]c2=O)cc1` across the screens: HT1080 IDH1KD tx = -9%; KB-3-1 tox = 0%; GLP1R inv ag = -7%; TDP43 rescue = 9%; GLP1R ag = -5%; KB-V1 MDR tox = 28%; GLP1R cytotox = -3%; HT1080NT lethal = -9%; SW480 rerep = -19%

# The results go on.
mol	HT1080 IDH1KD tx	KB-3-1 tox	GLP1R inv ag	TDP43 rescue	GLP1R ag	KB-V1 MDR tox	GLP1R cytotox	HT1080NT lethal	SW480 rerep
CCC(=O)c1ccc(OCC(=O)OC(C)C(=O)Nc2c(C)n(C)n(-c3ccccc3)c2=O)cc1 (stereo not given)	4%	-3%	1%	-23%	1%	0%	8%	1%	?
COc1ccc2c(c1)Cc1cc(NC(=O)c3ccccc3-c3ccccc3C(=O)O)ccc1-2	-9%	-12%	-22%	11%	1%	16%	-3%	-10%	nt
Cc1ccc(C(=O)NNC(=O)CCn2nnc3ccccc32)cc1	-13%	11%	?	-20%[0.397 µM]	3%	?	4%	-8%	-11%
O=C(O)/C(=C\c1cn(-c2ccccc2)nc1-c1ccc(Cl)cc1)NC(=O)c1ccccc1	-1%	0%	8%	3%	5%	8%	-2%	-6%	-5%
COC(=O)c1ccc(NS(=O)(=O)c2cc(-c3cc(C)no3)ccc2OC)cc1	nt	5.8µM*	?	3%	12%	?	-56%	nt	18µM*
O=C(CSc1oc(-c2ccco2)nc1S(=O)(=O)c1ccc(Cl)cc1)c1ccccc1	nt	2%	?	-23%	nt	-15%	-2%	nt	nt
COc1ccc(N2CC(C(=O)Nc3ccc(S(=O)(=O)N4CCCCC4)cc3)CC2=O)cc1 (stereo not given)	6%	nt	?	24%	-8%	nt	4%	-1%	1%
Cc1ccc(OCc2nnc(SCC(=O)c3cccs3)n2-c2ccccc2)cc1C	-9%	-8%	10µM*	-3%	15%	-25%	-5%	2%	1%
COc1ccccc1NC(=O)c1oc2ccccc2c1NC(=O)c1cc(OC)c(OC)c(OC)c1	?	-19%	1%	-2%	0%	23%	?	?	?
O=C(Nc1ccccc1F)c1nc(SCc2ccccc2F)ncc1Cl	nt	3%	9%	11%	nt	0%	3%	nt	nt
Cc1ccc(C2CC(=O)Nc3cc4c(cc32)OCCO4)cc1Br (stereo not given)	nt	?	4%	13%	0%	-48%	0%	nt	nt
COC(=O)c1cccc(COC(=O)c2cc3ccccc3oc2=O)c1	-1%	2%	26%	18%	4%	-1%	7%	3%	-49%[inhibitor]
CC(C)Sc1nc2c(c(=O)[nH]c(=O)n2C)n1C	-5%	-1%	59%[activator]	-10%	14%	-8%	2%	-1%	3%
C=CCC(=O)OCC(=O)Nc1ccc(Cl)cn1	-1%	6%	2%	10%	-12%	11%	-4%	0%	-5%
COc1ccccc1CNc1nc2c(S(=O)(=O)c3ccccc3)nnn2c2ccc(Cl)cc12	nt	-1%	1%	12%	nt	23%	3%	nt	nt
CC(=O)Nc1cc(C(F)(F)F)ccc1N1CCOCC1	1%	16%	0%	-10%	-1%	-18%	4%	9%	-6%
O=C(CCCn1c(=O)c2sccc2n(Cc2cc(=O)n3ccccc3n2)c1=O)NCc1ccco1	-1%	-2%	-2%	15%	2%	?	-15%	0%	-6%
CN(C)CCCn1c(N)c(C#N)c2nc3ccccc3nc21	-6%	8%	4%	7%	5%	-6%	189%[activator]	-13%	18µM*
CC(C)c1ccc(NC(=O)C(NS(=O)(=O)c2ccc3c(c2)CCC(=O)N3)c2ccccc2)cc1 (stereo not given)	nt	3%	0%	7%	nt	9%	-3%	nt	nt
CC(C)Cn1c(N)c(C(=O)COC(=O)c2ccc([N+](=O)[O-])o2)c(=O)n(C)c1=O	-9%	-20%	13%	10%	4%	-18%	0%	-19%	?
COc1ccccc1-c1nnc(SCC(=O)Nc2ccc(N3CCOCC3)cc2)n1C	-13%	2%	9%	-32%	-4%	0%	-2%	-1%	?
CC(C)N1CCN(Cc2cn[nH]c2C2CCCCC2)CC1CCO (stereo not given)	0%	10%	-9%	-2%	17%	24%	0%	18%	-3%
Cc1ccc(S(=O)(=O)NCc2ccccn2)c(C)c1C	2%	1%	16%	28%	2%	4%	-1%	5%	-7%
COCCNc1ccc([N+](=O)[O-])cc1C(=O)NC1CCCc2ccccc21 (stereo not given)	0%	11%	?	25%	21%	-9%	-19%	?	0%
CCN(CC)S(=O)(=O)c1ccc(NC(=O)CN(c2ccccc2)S(=O)(=O)N(C)C)cc1	nt	3%	-27%	5%	5%	?	0%	nt	nt

# Following part:
mol	HT1080 IDH1KD tx	KB-3-1 tox	GLP1R inv ag	TDP43 rescue	GLP1R ag	KB-V1 MDR tox	GLP1R cytotox	HT1080NT lethal	SW480 rerep
COc1ccc2c(c1)C(=O)N(c1ccc(C)cc1C)C(=O)C2(C)C	0%	1%	-26%	?	14%	-4%	4%	7%	-16%
CN(C)Cc1cc(C(C)(C)C)cc(C(C)(C)C)c1O	18%	-5%	-4%	-1%	6%	9%	1%	-1%	-10%
O=C1CCC(C(=O)NCc2cccnc2)N1 (stereo not given)	2%	13%	7%	-6%	-12%	11%	6%	-1%	0%
COc1cccc(-n2nnc3c(=O)n(CC(=O)N4CCCCC4)cnc32)c1	-11%	-12%	-4%	-14%	4%	4%	-7%	-2%	-5%
Cc1ccc(Cn2c(=O)n(Cc3nc(-c4ccccc4)no3)c(=O)c3cc4c(cc32)OCO4)cc1	nt	14%	4%	2%	nt	1%	7%	nt	nt
CC(C)C(=O)Nc1ccc(-c2nc3ccccc3c(=O)o2)cc1	3%	19%	-15%	-14%	-15%	19%	2%	15%	-4%
Cc1cc(C)c(NC(=O)CNC(=O)Cc2ccc(S(=O)(=O)N3CCOCC3)s2)c(C)c1	-2%	0%	-3%	11%	8%	4%	-7%	0%	-4%
Cc1ccc(CNC(=O)c2ccc3nc(SCc4ccc(F)cc4)[nH]c3c2)cc1	nt	?	?	?	nt	-13%	-16%	nt	nt
Cc1ccc(Cl)cc1NC(=O)C1CCN(S(C)(=O)=O)CC1	?	-7%	5%	27%	-4%	11%	2%	18%	-2%
